M1 antag: human CHRM1 antagonism. P11229. CHO-K1 hM1, Fluo-8 calcium fluorescence, ACh EC80 antagonist. inhibition, % at 3 µM. 1.3% of 360,000 active. AID 588852;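 active = percent inhibition above its own plate's cutoff, namely the mean of that plate's compound wells plus 3 SD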;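 also: peak over basal fluorescence ratio during 140 s after agonist addition; 0% = ACh EC80 plus DMSO and 100% = DMSO alone without agonist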
Target sequence (P11229 whole entry, looked up): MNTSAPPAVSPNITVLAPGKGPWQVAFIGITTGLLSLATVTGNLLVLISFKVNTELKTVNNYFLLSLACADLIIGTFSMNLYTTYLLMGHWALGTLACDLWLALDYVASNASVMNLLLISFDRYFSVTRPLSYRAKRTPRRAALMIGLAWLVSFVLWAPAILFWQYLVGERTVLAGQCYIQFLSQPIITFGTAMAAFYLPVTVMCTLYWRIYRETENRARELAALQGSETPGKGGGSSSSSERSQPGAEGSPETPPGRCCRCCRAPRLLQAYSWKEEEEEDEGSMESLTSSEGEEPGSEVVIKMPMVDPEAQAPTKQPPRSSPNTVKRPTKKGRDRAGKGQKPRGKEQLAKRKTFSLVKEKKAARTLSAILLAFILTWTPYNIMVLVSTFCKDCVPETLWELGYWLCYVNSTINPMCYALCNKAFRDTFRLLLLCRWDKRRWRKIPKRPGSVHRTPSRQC
V1aR counter: counter-screen for oxytocin receptor agonists: human V1a receptor agonists; AID 2797; P37288; activation, % at 3 µM; CHO-V1R cells, Fluo-8 calcium fluorescence, agonist mode; 0% DMSO, 100% 3 nM vasopressin; 0.25% of 320,000 active;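 active = activation above the mean activation of all tested compounds plus 3 SD, per screening run, cut at about 20% in these data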;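 also: signal is peak over basal fluorescence ratio across a 100 second FLIPR read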
TAAR1 ag: human TAAR1 agonism; 0.99% of 360,000 active; AID 624467; activation, % at 3 µM; CHO RD-HGA16 TAAR1, Fluo-8 calcium fluorescence; vehicle wells 0%, saturating PEA agonist 100%;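 active = activation above the mean activation of all test compounds in the run plus 3 SD, cut at about 38% in these data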
Target sequence (Q96RJ0 whole entry, looked up): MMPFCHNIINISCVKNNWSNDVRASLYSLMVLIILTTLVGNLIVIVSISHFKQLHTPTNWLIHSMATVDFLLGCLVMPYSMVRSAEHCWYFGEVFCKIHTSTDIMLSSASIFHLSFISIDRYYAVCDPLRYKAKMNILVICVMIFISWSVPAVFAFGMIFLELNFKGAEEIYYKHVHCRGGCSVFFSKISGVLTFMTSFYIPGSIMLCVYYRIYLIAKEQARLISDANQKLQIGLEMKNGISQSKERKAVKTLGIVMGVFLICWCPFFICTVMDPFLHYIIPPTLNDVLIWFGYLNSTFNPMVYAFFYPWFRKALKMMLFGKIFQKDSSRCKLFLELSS
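System: CHO-derived RD-HGA16 cells with stable Gα16 and human TAAR1. Times: 17-24 h plating, Fluo-8 75 min 37 °C, 30 min RT. Measured by: calcium-sensitive Fluo-8 signal, excitation 470-495, emission 515-575 nm. Read-out basis: % activation relative to PEA EC100 response. Control set: DMSO and PEA EC100. Repeats: no replicates (n 1).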
CHRM1 PAM: positive allosteric modulators of human M1 muscarinic receptor; P11229; CHO-K1 hM1, Fluo-8 calcium fluorescence, ACh EC20; 0% = ACh EC20, 100% = maximal ACh; activation, % at 3 µM; 0.088% of 360,000 active; AID 588819; in the data active = activation above about 19%, passing the limit was not always enough
OXTR agonist: activates the human oxytocin receptor | 0.32% of 320,000 active | P30559 | activation, % at 3 µM | CHO-OTR cells, Fluo-8 calcium fluorescence; normalized: DMSO 0%, oxytocin 100%;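 active = activation above the mean of all tested compounds plus 3 SD, cutoff set per screening run, cut at about 20% in these data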;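 also: peak over basal fluorescence ratio from a 100 s FLIPR kinetic read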
OXTR potentiator: potentiates the human oxytocin receptor response | P30559 | CHO-OTR cells, Fluo-8 calcium fluorescence, potentiator mode; 0% = oxytocin EC15, 100% = EC100 | activation, % at 3 µM | 0.061% of 320,000 active | AID 2445;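 active = activation above that plate's cutoff, the mean activation of tested compounds plus 3 SD, cut at about 6.6% in these data, passing the limit was not always enough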;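 also: 100% uses oxytocin at 75 nM as the full agonist control; some results filed as inactive read as strong as hits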
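test system = CHO-OTR cells, human receptor | compound = single-point 3.0 µM | schedule = 6 min compound pre-incubation at room temperature, 100 s kinetic read | signal = Fluo-8 no-wash calcium dye fluorescence, excitation 470-495 nm, emission 515-575 nm | repeats = single well per compound, singlicate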
CHO parental Ca: counter-screen for OX1R antagonists: effect in parental CHO cells; parental CHO-K1, ATP-induced calcium, Fluo-8 fluorescence; inhibition, % at 5.6 µM; 0.63% of 330,000 active;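 active = inhibition above that plate's mean sample inhibition plus 3 SD, cut at about 26% in these data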;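 also: 0% = ATP-challenged DMSO wells and 100% = DMSO wells without ATP; some compounds past the cut are filed as inactive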
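Test system: parental CHO cells; detection: calcium-sensitive Fluo-8 fluorescence; evaluation: percent inhibition of calcium signal; also added: ATP as calcium-mobilizing challenge; repeats: one well per compound; control set: ATP-challenged DMSO wells low, unchallenged DMSO wells high; compound: single nominal dose of 5.6 µM per compound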
M1 ag: activates human CHRM1 receptor. CHO-K1 hM1, Fluo-8 calcium fluorescence, agonist mode; 0% DMSO, 100% acetylcholine EC100. activation, % at 3 µM. AID 588814. 0.33% of 360,000 active. P11229;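 active = activation above the run's mean compound activation plus 3 SD, cut at about 16% in these data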;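 also: peak over basal fluorescence ratio within a 140 s kinetic read after compound addition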
TAAR1 antag: human TAAR1 antagonism | AID 624466 | Q96RJ0 | inhibition, % at 3 µM | 1.5% of 360,000 active | CHO RD-HGA16 TAAR1, Fluo-8 calcium fluorescence, antagonist;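 active = inhibition above a per-plate cutoff, the mean inhibition of test compounds on that plate plus 3 SD, cut at about 49% in these data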;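 also: 0% = DMSO plus EC80 beta-PEA response and 100% = DMSO alone without agonist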
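Test system – hTAAR1-expressing CHO RD-HGA16 cells, Gα16-coupled · Also added – β-PEA at EC80 concentration, post-compound challenge · Compound – 3 µM, single point · Incubation – dye loading 75 min at 37 °C, then 30 min room temperature · Measured by – Fluo-8 intracellular calcium dye fluorescence, real-time kinetic reads · Benchmarks – vehicle and agonist controls · Replicates – singlicate, one well per test compound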
The depositor's hits bear a star; . = no result given.

SMILES	M1 antag	V1aR counter	TAAR1 ag	CHRM1 PAM	OXTR agonist	OXTR potentiator	CHO parental Ca	M1 ag	TAAR1 antag
O=C(c1ccc([N+](=O)[O-])o1)N1CCN(Cc2ccccc2)CC1	-21	0.7	5	8	0.7	-4	0	-4	10
CC(=O)NCCNc1ccc([N+](=O)[O-])cc1C#N	-8	0.9	1	3	0.0	-10	6	-2	-4
O=C(NCCCn1ccnc1)c1c(F)cccc1F	5	-0.8	0	0	0.5	5	4	-4	-11
CCc1ccc(Cn2nnc(C(=O)Nc3ccc(OC)cc3OC)c2N)cc1	-8	24*	72*	9	29*	-6	3	25*	10
O=C(O)C[C@H]1c2ccccc2S(=O)(=O)N1C1CCCC1	2	1.2	15	6	1.5	6	-13	-1	-3
O=C(C1=C[C@H](c2csc3ccccc23)C[C@H](OCCCCO)O1)N1CCOCC1	-4	1.1	9	1	1.1	-12	-5	-3	13
C=CCOc1ccc(CNn2cn[nH]c2=S)cc1OCC	-2	-0.5	2	2	-0.4	-1	-11	-2	5
COc1cc(NC(=O)c2noc(C)c2[N+](=O)[O-])c(OC)cc1Cl	-1	2.0	-1	2	0.8	-5	2	-5	-19
CC(=O)c1cccc(NC(=O)C(C)N(C)CC(=O)Nc2ccc(Cl)cc2)c1 (stereo not given)	9	2.5	3	-4	-0.1	-12	-17	-1	22
CN(CC(=O)N1CCN(c2ccccc2)CC1)S(=O)(=O)c1cnc[nH]1	-5	-0.5	-3	7	-0.2	-9	1	-2	-7
CCN(CC)C(=O)CSc1nc2ccsc2c(=O)n1CCCC(=O)NCCc1ccc(S(N)(=O)=O)cc1	3	-1.1	3	-1	-0.6	-12	4	-6	-26
COc1ccc(S(=O)(=O)N2CCOCC2)cc1NC(=O)CCNC(=O)c1ccc([N+](=O)[O-])cc1	11	0.5	7	0	0.8	1	-23	-3	-12
Cn1c(=O)c2[nH]c(C(O)c3ccc(Cl)cc3)nc2n(C)c1=O (stereo not given)	-27	.	1	18	.	.	.	2	6
COc1cc(NS(=O)(=O)c2ccc(NS(=O)(=O)c3ccc(C)cc3)cc2)nc(OC)n1	-20	0.8	4	13	0.5	-5	4	-2	6
Cc1ccn2cc(-c3cccc(S(=O)(=O)N4CC(C)OC(C)C4)c3)nc2c1 (stereo not given)	4	0.3	-2	-1	0.2	-1	-19	-6	-29
CS(=O)(=O)c1ccc(Cl)c(NC(=O)CCc2ccccc2)c1	7	0.8	2	-5	-1.4	-7	-10	-7	12
CCOC(=O)CCCCC(=O)c1[nH]c(=O)[nH]c1CSc1nc(-c2ccccc2)c(C#N)c(=O)[nH]1	-11	0.5	6	9	-1.3	0	-1	2	-16
Cc1nc(-c2ccccc2)nc2[nH]ccc(=O)c12	-3	-0.6	18	2	-1.1	-6	3	-2	-7
COc1ccc(S(=O)(=O)/N=C2/C=CC(=O)C(C)=C2C)cc1	-3	-0.5	.	5	-1.4	-8	-17	-5	.
Nc1cc(=O)[nH]c(SCC(=O)N2CCN(S(=O)(=O)c3ccc4ccccc4c3)CC2)n1	-7	-0.1	3	8	-0.8	-17	-7	-12	2
O=C(c1cccc(S(=O)(=O)N2CCCC2)c1)N1CCCC(C(F)(F)F)C1 (stereo not given)	-6	-0.5	2	7	1.4	1	-2	-1	2
Cc1ccc(SCCN2C(=O)NC(C)(C)C2=O)cc1	-5	-0.4	3	6	-1.8	-3	-13	-2	13
C=Cn1c(C(=O)O)ccc1-c1ccc(CC)cc1	-9	1.0	-1	6	-0.6	-11	-11	-4	-24
O=c1c2c([nH]c3ccccc13)CCCC2	-14	2.2	21	8	1.6	-5	-2	-2	4
CC(=O)c1ccc(NC(=O)C2C3CCC(C3)C2C(=O)O)cc1 (stereo not given)	-19	0.6	3	9	0.1	-6	-7	-1	10

Additional compounds:
SMILES	M1 antag	V1aR counter	TAAR1 ag	CHRM1 PAM	OXTR agonist	OXTR potentiator	CHO parental Ca	M1 ag	TAAR1 antag
Cc1c(N2C(=O)CSC2c2ccccc2)c(=O)n(-c2ccccc2)n1C (stereo not given)	-7	1.3	3	8	2.5	3	-2	-3	-9
O=C(CSc1nc2ccc(Cl)cc2[nH]1)c1c[nH]c2ccccc12	6	2.8	12	-2	1.1	-30	-9	-3	26
CCCCCCc1cc2cc(S(=O)(=O)c3ccc(F)c(Cl)c3)c(=O)oc2cc1O	20	2.6	10	-6	16	-12	3	1	18
CCn1nnc(-c2ccc(N)cc2)n1	-5	0.6	1	6	0.0	-10	-2	-8	-3
C=CCO/N=C(/C)c1ccc(Oc2cnccn2)cc1	-2	-0.5	0	-4	-1.5	-8	-6	-7	17
CCCCOCC1CN(c2ccccc2)C(=O)CS1 (stereo not given)	-8	0.3	1	5	-1.7	-14	-13	-2	2
COc1ccnc(CSC(N)=Nc2ccc(F)cc2)c1	-1	0.8	17	2	-0.2	-1	-10	-3	-7
COc1ccccc1OCCC(=O)OCCN1C(=O)c2ccccc2C1=O	-18	0.0	11	3	0.2	-1	-12	-3	-12
O=C1NC(c2ccc(-c3ccccc3[N+](=O)[O-])o2)C(C(=O)c2ccc(Cl)cc2)C(O)(C(F)(F)F)N1 (stereo not given)	2	0.8	22	3	3.4	-13	-10	0	-12
COc1ccc(C(=O)C2CCCN(C(=O)c3cccc(N(C)C)c3)C2)cc1OC (stereo not given)	17	2.8	1	-8	1.4	-16	-6	3	-11
COc1cccc(CNc2nc3cc(-c4ccc(OC)cc4C)sc3c(=O)n2C)c1	-9	.	1	1	.	.	.	-3	-4
CC(C)c1ccc(C2OCC(C)([N+](=O)[O-])CO2)cc1 (stereo not given)	-19	.	1	6	.	.	.	-6	13
O=C(c1cc2nc(-c3ccco3)cc(C(F)(F)F)n2n1)N1CCCc2ccccc21	-6	-0.1	1	8	-0.2	3	-23	0	0
COc1ccccc1CNC(=O)CSc1nnc2ccc(-c3cccnc3)nn12	0	-0.4	0	4	-0.8	-14	-18	-3	2
CC12CCCCC1=CC(=O)CC2 (stereo not given)	-10	.	2	3	.	.	.	-1	-13
CCSc1nc2ccccc2n1C(=O)c1ccc(S(=O)(=O)N2CCCCCC2)cc1	-2	0.0	2	7	-1.0	-1	-6	-3	-13
COc1ccc(/C=N/NC(=O)C2(O)c3ccccc3-c3ccccc32)cc1	-2	7.1	-3	5	6.5	-15	-13	-4	2
O=C(COC(=O)c1cc(=O)[nH]c2ccc(Br)cc12)c1ccccc1	-6	-0.9	41*	10	-2.8	0	-21	0	26
Cc1c(C(=O)NC(C)c2ccccc2)c(-c2ccccc2)nn1-c1ccccc1 (stereo not given)	-1	-1.1	4	-5	-1.8	-6	-25	-8	10
Cc1ccc(OCC(O)CNS(=O)(=O)c2ccccc2C(=O)O)cc1 (stereo not given)	-22	1.9	3	3	-0.7	-15	3	-2	14
Cc1ccc(NC(=O)Nc2cccnc2)cc1NC(=O)Nc1cccnc1	4	1.0	2	2	-1.1	-6	-14	-6	50*
O=C(COC(=O)C1CCC1)NCc1ccccc1	-6	0.2	0	8	-0.6	-10	2	-1	-9
CCN(C[C@H]1N[C@@](CC)(C(=O)OC)[C@H]2C(=O)N(C)C(=O)[C@@H]12)C(=O)Nc1ccc(C(F)(F)F)cc1	-14	0.5	3	6	0.7	-1	-19	-3	-19
NS(=O)(=O)c1ccc(CCNC(=O)c2ccco2)cc1	-8	1.2	0	11	0.1	-4	-1	-3	-9
CN(/C=C/c1c([N+](=O)[O-])c(=O)n(C)c(=O)n1C)c1ccccc1	-7	0.4	1	7	0.6	4	-4	-5	-4

Further compounds
SMILES	M1 antag	V1aR counter	TAAR1 ag	CHRM1 PAM	OXTR agonist	OXTR potentiator	CHO parental Ca	M1 ag	TAAR1 antag
CCC(C)(C(=O)NC1CCCC1)N(C(=O)c1ccccn1)c1ccccc1 (stereo not given)	-4	-0.7	4	2	-0.5	-4	-5	-2	7
Cc1nc2c(O)cccc2cc1CO	-5	-0.8	2	5	0.4	-6	-3	-4	-14
CCC1CCc2c(sc(N)c2C(N)=O)C1 (stereo not given)	-2	0.0	-1	3	-1.2	-3	-18	-5	-21
Cc1cccc(C)c1NC(=O)CCCN1C(=O)C(c2ccccc2)Oc2cccnc21 (stereo not given)	4	6.4	6	-5	4.8	-11	-8	0	-11
CCOC(=O)C(C(=O)OCC)c1c([N+](=O)[O-])c(=O)n2c3c(cccc13)CCC2	-15	0.9	-1	9	0.1	-19	-12	-6	1
COc1ccc(OC)c(NC(=O)CSc2nnc3ccc(-c4ccccn4)nn23)c1	-4	0.9	0	7	0.0	-6	-5	-4	-34
CCCCCC(NC(=O)C1CCN(C(=O)[C@@H](NS(=O)(=O)c2ccc(C)cc2)C(C)C)CC1)C(=O)O (stereo not given in full)	-12	-0.8	0	10	0.3	3	0	-2	-14
COc1ccc(C)cc1N(CC(=O)N1CCOCC1)S(C)(=O)=O	-2	0.4	5	3	0.4	-10	-2	-2	-19
O=C(NCCN1CCN(Cc2ccccc2)CC1)c1cc2c(=O)[nH]c3ccccc3c2s1	17	0.2	1	-9	0.1	-2	-14	-9	7
O=C1CCCCC(=O)N(c2ccccc2)c2ccccc21	4	-0.5	13	2	0.3	-4	-1	-5	6
ClCc1ncc(-c2ccc(Cl)cc2)o1	-6	0.6	0	5	-0.7	-8	-10	-8	17
COc1ccc(C2(C(=O)NC(C)C)CCCC2)cc1OC	-6	0.7	7	4	0.4	-2	-5	-4	-1
CCOC(=O)c1cc2nc(Nc3ccc(OC)cc3)sc2s1	3	1.0	0	0	0.9	-20	-19	-2	13
COc1ccc(C(c2nnnn2CC2CCCO2)N2CCN(c3ccc(F)cc3)CC2)cc1 (stereo not given)	-10	-1.4	8	4	-1.5	-12	1	-3	23

5 neighbouring entries already listed, quoted:
SMILES	M1 antag	V1aR counter	TAAR1 ag	CHRM1 PAM	OXTR agonist	OXTR potentiator	CHO parental Ca	M1 ag	TAAR1 antag
CCC(C)(C(=O)NC1CCCC1)N(C(=O)c1ccccn1)c1ccccc1 (stereo not given)	-4	-0.7	4	2	-0.5	-4	-5	-2	7
Cc1nc2c(O)cccc2cc1CO	-5	-0.8	2	5	0.4	-6	-3	-4	-14
CCC1CCc2c(sc(N)c2C(N)=O)C1 (stereo not given)	-2	0.0	-1	3	-1.2	-3	-18	-5	-21
Cc1cccc(C)c1NC(=O)CCCN1C(=O)C(c2ccccc2)Oc2cccnc21 (stereo not given)	4	6.4	6	-5	4.8	-11	-8	0	-11
CCOC(=O)C(C(=O)OCC)c1c([N+](=O)[O-])c(=O)n2c3c(cccc13)CCC2	-15	0.9	-1	9	0.1	-19	-12	-6	1

Source: PubChem (The Scripps Research Institute Molecular Screening Center)
